Rpn11 block: blocks the human proteasome subunit Rpn11. O00487. calls only at 20 µM. hit rate 0.59% among 360,000. AID 588493. human 26S proteasome, Ub4-pepOG fluorescence polarization; 20S core pre-blocked with epoxomicin;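 active means inhibition at 20 µM, scaled to each plate's controls, above about 33%, limit read from the data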
Target sequence (O00487 whole entry, looked up): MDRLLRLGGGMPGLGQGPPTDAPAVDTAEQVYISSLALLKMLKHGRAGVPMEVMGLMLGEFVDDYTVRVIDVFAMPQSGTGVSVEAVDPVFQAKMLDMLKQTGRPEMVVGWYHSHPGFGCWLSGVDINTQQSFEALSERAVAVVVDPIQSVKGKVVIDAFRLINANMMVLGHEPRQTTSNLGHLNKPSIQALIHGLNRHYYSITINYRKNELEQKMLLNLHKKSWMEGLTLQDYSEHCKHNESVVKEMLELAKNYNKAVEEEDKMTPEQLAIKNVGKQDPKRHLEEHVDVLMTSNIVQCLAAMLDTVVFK
SUMO1 PPI mod: modulators of human SUMO1-mediated protein-protein interactions. P63165. SUMO1 binding to a labelled peptide, TR-FRET, 1 h. inhibition, % at 20 µM. hit rate 0.33% among 360,000; in the data active means inhibition above about 37%
STEP block: blocks human striatal-enriched tyrosine phosphatase. P54829. recombinant STEP, OMFP fluorogenic substrate, fluorescence. inhibition, % at 20 µM. hit rate 0.25% among 360,000. AID 588621;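 active means inhibition at 20 µM, scaled per plate between control wells, above about 37%, limit read from the data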;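 further: 0% = DMSO with enzyme and substrate and 100% = substrate only without enzyme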
Target sequence (P54829 whole entry, looked up): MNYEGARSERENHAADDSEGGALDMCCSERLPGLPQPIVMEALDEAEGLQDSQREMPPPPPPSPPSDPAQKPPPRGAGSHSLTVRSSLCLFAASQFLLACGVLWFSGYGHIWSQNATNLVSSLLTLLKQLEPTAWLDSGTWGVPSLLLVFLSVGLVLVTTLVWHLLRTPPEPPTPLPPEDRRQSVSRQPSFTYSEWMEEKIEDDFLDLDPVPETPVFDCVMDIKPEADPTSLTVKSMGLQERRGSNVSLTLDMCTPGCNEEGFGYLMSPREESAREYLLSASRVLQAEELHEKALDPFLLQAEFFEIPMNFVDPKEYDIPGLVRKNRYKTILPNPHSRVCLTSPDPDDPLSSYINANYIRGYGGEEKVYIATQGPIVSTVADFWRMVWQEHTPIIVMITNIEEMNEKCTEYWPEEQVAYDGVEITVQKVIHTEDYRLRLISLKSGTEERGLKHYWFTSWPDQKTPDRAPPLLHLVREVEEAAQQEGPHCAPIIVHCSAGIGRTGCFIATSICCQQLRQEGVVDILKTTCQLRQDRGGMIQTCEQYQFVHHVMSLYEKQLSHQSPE
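medium = Bis-Tris buffer pH 6.0, 2.5 mM DTT, 0.005% Tween 20 | test system = STEP (striatal-enriched tyrosine phosphatase) enzyme, cell-free | measure = normalized % inhibition | compound dosing = 20 µM, 1% DMSO | also added = 25 µM OMFP | schedule = reaction 20 min, ambient temperature | measured by = fluorescence read at 480 nm ex / 540 nm em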
DNMT1 block: inhibitors of human DNMT1; P26358; DNMT1 molecular beacon, Hinp1I cleavage, fluorescence; inhibition (reported as % activation of signal), % at 10 µM; hit rate 0.83% among 360,000; AID 588458; in the data active means inhibition above about 50%
TbMetRS inhib: Trypanosoma brucei MetRS inhibition. purified T. brucei MetRS, ATP depletion, Kinase-Glo luminescence. inhibition, % at 11.9 µM. hit rate 0.4% among 360,000. AID 624268;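 active means inhibition above a per-plate cutoff of the control wells' mean inhibition plus 3 SD, cut at about 5.5% in these data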;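 further: 0% = DMSO wells median and 100% = median of wells with control inhibitor compound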
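Assay system: T. brucei methionyl-tRNA synthetase, purified | Medium: HEPES buffer with MgCl2, KCl, DTT, spermine, BSA, pyrophosphatase | Compound: 11.9 µM single point | Incubation: 15 min enzyme-compound preincubation, 2 h reaction, 10 min detection, 25 °C | Measured by: Kinase-Glo luciferase luminescence reporting remaining unconsumed ATP | Measure: % inhibition normalized to control-well medians | Replication: Singlicate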
PABP1 MLLE inh: blocks PAM2 peptide binding to the PABP1 MLLE domain; hit rate 0.36% among 360,000; GST-MLLE / FITC-PAM2 fluorescence polarization; inhibition, % at 20 µM; AID 588489; in the data active means inhibition above about 35%, passing the limit was not always enough;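 further: plate controls were DMSO wells with GST-MLLE for no effect and wells lacking GST-MLLE protein for full effect; some results filed as inactive read as strong as hits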
Scp1 inh: inhibitors of human Scp-1 phosphatase; AID 493091; Recombinant Scp1, phosphopeptide, malachite green phosphate absorbance; Q9GZU7; hit rate 0.88% among 340,000; inhibition, % at 20 µM;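 active means inhibition above about 50% at 20 µM, limit read from the data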;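 further: plate controls were DMSO wells with enzyme for no effect and wells lacking enzyme for full effect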
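assay system = SCP-1 phosphatase catalytic domain, residues 76-261 | buffer or medium = 50 mM Tris acetate pH 5.5, 0.005% Tween-20, 10 mM MgCl2 | incubation = enzyme reaction 45 min at room temperature, colour 5 min, stabilisation 30 min | signal = Phosphate-binding colour reagent, absorbance read at 630 nm | measure = % inhibition at 20 µM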
CSN inh: inhibitors of human CSN-mediated cullin deneddylation; Q92905; AID 651999; Purified CSN, SCF-Nedd8-OG deneddylation, fluorescence polarization; hit rate 0.38% among 360,000; inhibition, % at 12.5 µM;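 active means pattern-corrected inhibition above about 35%, with an unprinted fluorescence ratio check between 0.5 and 1.5, limit read from the data, passing the limit was not always enough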;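 further: 0% = enzyme with substrate and 100% = substrate without enzyme; some results filed as inactive read as strong as hits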
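Assay system: HEK293T-derived human Csn5 enzyme; quantity: 0.24 nM enzyme; medium: Tris/NaCl/DTT buffer, pH 7.5; also added: substrate SCFSkp2-Nedd8OG, 10 nM; doses: 12.5 µM compound; schedule: 90 min reaction at room temperature; signal: FP; read-out: % inhibition of substrate cleavage by Csn5; benchmarks: substrate-only high control, full reaction low control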
NadD block: NadD (S. aureus) enzyme inhibition; purified NadD enzyme, colorimetric absorbance read-out; inhibition, % at 20 µM; hit rate 0.78% among 360,000; in the data active means inhibition above about 26%; further: some compounds past the cut are filed as inactive
LMPTP inh: blocks human LMPTP phosphatase; recombinant LMPTP-A, OMFP fluorogenic substrate, fluorescence intensity; P24666; hit rate 0.22% among 360,000; inhibition, % at 20 µM; AID 651560;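 active means compounds that cut the enzyme signal by at least half of the control window in the single-dose screen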;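 further: plate controls were DMSO wells with enzyme plus substrate for no effect and substrate without enzyme for full effect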
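Test system: LMPTP-A phosphatase enzyme; input: 0.625 nM LMPTP-A final; reagent: OMFP substrate, 400 µM final; compound dosing: 20 µM single dose, 3% DMSO; incubation: 50 min dark incubation at room temperature; measured by: endpoint fluorescence intensity from OMFP dephosphorylation; measure: % inhibition relative to no-enzyme and uninhibited control wells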
Numbers without * were called inactive; i = inactive; nt = not tested or not shown. Rows were taken by chance. About 3.6% of those tested had a hit in this group.

# | molecule | Rpn11 block | SUMO1 PPI mod | STEP block | DNMT1 block | TbMetRS inhib | PABP1 MLLE inh | Scp1 inh | CSN inh | NadD block | LMPTP inh
1 | Cc1cc(=O)[nH]c(N/N=C/c2ccccn2)n1 | i | -10 | 0 | 0 | -0.1 | -2 | -3 | 8 | -2 | -0.6
2 | Cc1ccc(Cc2c(-c3ccc(Cl)cc3)nc3ccc(Cl)cn23)cc1 | i | 6 | 3 | 2 | -0.7 | 16 | nt | 1 | 16 | 1.7
3 | CCc1ccc2oc(C(=O)Nc3nonc3CC)c(C)c2c1 | i | 2 | 1 | 4 | -0.2 | 1 | -9 | -1 | 3 | 0.5
4 | CCOc1ccc(S(=O)(=O)NC(Cc2cnc[nH]2)C(=O)O)cc1 (stereo not given) | i | 1 | 6 | 4 | -1.4 | -3 | -3 | -2 | -1 | -2.3
5 | Cc1cc(N2CCN(c3ccccn3)CC2)n2c(nc3ccccc32)c1C#N | i | 1 | 0 | 10 | -0.2 | -10 | -2 | 2 | 6 | 2.2
6 | COc1ccc2c(c1)CCc1cc(C(=O)O)sc1-2 | i | -7 | 0 | 3 | -0.4 | 1 | -1 | 4 | -9 | 1.0
7 | O=C(Nc1ccccc1N1CCOCC1)c1ccc2c(c1)OCO2 | i | -5 | -1 | 0 | -0.7 | -101 | -5 | -2 | -5 | -2.2
8 | Cc1noc(C)c1C(=O)NNc1cc(Cl)ccc1Cl | i | -2 | 1 | 2 | 0.2 | -114 | -3 | 0 | -2 | 0.4
9 | O=C1C(=O)N(Cc2ccncc2)C(c2ccccc2F)/C1=C(\O)c1ccc2c(c1)OCCO2 (stereo not given) | i | -12 | 4 | 0 | -0.7 | -15 | 4 | -1 | 0 | 2.4
10 | c1ccc(C2CC(c3ccccc3)C(c3ccccc3)N2)cc1 (stereo not given) | i | 2 | 7 | 11 | -0.9 | -8 | -12 | -2 | -2 | -0.7
11 | CCN1CCN(c2nc(-c3ccccn3)nc3ccccc23)CC1 | i | -3 | 1 | -1 | -0.8 | -15 | -7 | -1 | 4 | -0.4
12 | COc1ccc(C(O)(C(C)C)C(CN2CCOCC2)c2ccccc2)cc1 (stereo not given) | i | -1 | -2 | 3 | -1.1 | 8 | -7 | 7 | -6 | -1.3
13 | COc1ccc(CS(=O)(=O)CC(C)(O)c2ccc(Cl)cc2)cc1 (stereo not given) | i | 3 | -3 | 4 | 0.0 | 2 | -3 | -4 | -2 | -2.5
14 | Cc1cc(Cl)c(S(=O)(=O)NCC2CCCO2)cc1OCC(N)=O (stereo not given) | i | 0 | 2 | 6 | 0.1 | 7 | -7 | -5 | 5 | -0.3
15 | COC(=O)Nc1ccc(OCc2ccccc2)cc1 | i | -1 | 1 | 0 | -0.6 | -3 | -8 | -4 | -3 | 0.9
16 | CCC(=O)N1CCN(c2ccc(NC(=O)c3ccco3)cc2)CC1 | i | -4 | 1 | -2 | -0.5 | -5 | -1 | -1 | -3 | -2.0
17 | CCN(C(=O)COC(=O)CNS(=O)(=O)c1ccc(C)cc1)C1CCS(=O)(=O)C1 (stereo not given) | i | -2 | -4 | 5 | -0.5 | -12 | nt | 0 | -1 | 0.3
18 | O=c1c2cc(Cl)ccc2[nH]c(=S)n1Cc1cccs1 | i | 0 | -5 | 1 | -0.4 | -43 | -12 | 0 | -3 | 1.2
19 | COC(=O)c1cccc(-n2cnnn2)c1 | i | 1 | -2 | 0 | -0.5 | -7 | -3 | -1 | -5 | -0.8
20 | CCCCNc1c(N)n(CC(C)C)c(=O)[nH]c1=O | i | 0 | 7 | -3 | -0.4 | -8 | -3 | -4 | 2 | 0.5
21 | COC(=O)n1c(=O)oc2cc(S(=O)(=O)N3CCCCC3)ccc21 | i | 0 | 2 | 4 | -0.6 | 3 | 2 | -3 | 0 | -2.2
22 | CCN(CC)S(=O)(=O)c1ccc2[nH]cc(C(=O)NCCC3=CCCCC3)c(=O)c2c1 | i | 7 | 7 | -8 | -1.4 | 9 | -15 | 2 | -13 | 3.6
23 | CSc1nc(NC(C)=O)nc(C)c1Cl | i | 3 | 1 | -1 | -0.3 | -13 | 1 | 1 | -4 | 0.2
24 | CC(C)C(NC(=O)c1ccccc1F)C(=O)NCC(c1ccco1)N1CCCCC1 (stereo not given) | i | -1 | -2 | 38 | 0.1 | -6 | -10 | 3 | 1 | -0.2
25 | CC1(C)CC(=O)C2=C(C1)N(c1ccccc1)C(=O)C(C(=O)OCc1ccccc1)C2 (stereo not given) | i | 6 | -1 | 4 | -0.3 | 1 | -8 | 5 | -3 | 0.5

The final four entries of the section above are carried over, then new ones follow.
entry | structure | Rpn11 block | SUMO1 PPI mod | STEP block | DNMT1 block | TbMetRS inhib | PABP1 MLLE inh | Scp1 inh | CSN inh | NadD block | LMPTP inh
22 | CCN(CC)S(=O)(=O)c1ccc2[nH]cc(C(=O)NCCC3=CCCCC3)c(=O)c2c1 | i | 7 | 7 | -8 | -1.4 | 9 | -15 | 2 | -13 | 3.6
23 | CSc1nc(NC(C)=O)nc(C)c1Cl | i | 3 | 1 | -1 | -0.3 | -13 | 1 | 1 | -4 | 0.2
24 | CC(C)C(NC(=O)c1ccccc1F)C(=O)NCC(c1ccco1)N1CCCCC1 (stereo not given) | i | -1 | -2 | 38 | 0.1 | -6 | -10 | 3 | 1 | -0.2
25 | CC1(C)CC(=O)C2=C(C1)N(c1ccccc1)C(=O)C(C(=O)OCc1ccccc1)C2 (stereo not given) | i | 6 | -1 | 4 | -0.3 | 1 | -8 | 5 | -3 | 0.5
26 | COC(=O)CC1C(=O)NCCN1C(=O)CSc1nc2ccc([N+](=O)[O-])cc2s1 (stereo not given) | i | -21 | -4 | -3 | -0.3 | -23 | -2 | 3 | 6 | 0.4
27 | O=C(NCc1ccc(Cl)s1)c1cc(COc2c(F)cccc2F)on1 | i | 4 | 1 | -5 | -0.7 | -7 | -3 | -4 | 0 | 2.4
28 | Cc1c(Oc2ccc(C(F)(F)F)cc2[N+](=O)[O-])ccc2c3c(c(=O)oc12)CCC3 | i | -3 | -1 | -1 | -0.6 | 3 | -2 | 6 | 3 | 0.4
29 | CCc1ccc(-c2cc(C(=O)O)c3ccccc3n2)s1 | i | -8 | 1 | -1 | 1.6 | 21 | -4 | -2 | 2 | 0.0
30 | Cc1ccc2[nH]c(=O)c(-c3noc(C(C)C)n3)cc2c1 | i | -5 | 2 | 2 | 0.0 | 8 | -6 | 0 | 0 | 0.3
31 | O=C(O)c1ccc(S(=O)(=O)NCc2ccc3c(c2)OCO3)cc1 | i | 0 | 2 | -2 | -1.0 | 21 | -7 | -1 | 0 | -2.7
32 | CC1(C)CC(=O)C2=C(C1)NC(SCC(=O)Nc1ccccc1)=C(C#N)C21CCCCC1 | i | 1 | -3 | -6 | -0.1 | -21 | -12 | 6 | 12 | 3.9
33 | O=C(/C=C/Nc1ccc([N+](=O)[O-])cc1Br)c1cccc2ccccc12 | nt | -7 | 2 | -11 | -1.1 | -4 | 8 | 2 | 2 | 0.9
34 | O=S(=O)(NCCC1=CCCCC1)c1cccc2nsnc12 | i | -14 | 18 | 1 | -0.8 | 0 | -8 | 0 | -2 | 0.4
35 | Cc1ccc(-c2csc3nc(C)n(-n4cccc4)c(=O)c23)o1 | i | 0 | -1 | 1 | -0.3 | 18 | 0 | -2 | -3 | 0.3
36 | Cc1cccc(NC(=O)CN(C)C(=O)/C=C/c2ccccc2)c1C | i | -2 | -3 | 8 | -0.5 | 0 | 3 | -1 | -3 | -0.1

Values by screen from above:
STEP block, nos. 27 to 36, in order: 1, -1, 1, 2, 2, -3, 2, 18, -1, -3
